HIF-2a inh = inhibitors of HIF-2a. 786-0 RCC cells HIF-2a reporter, luciferase luminescence, overnight. inhibition, % at 18.8 µM. 0.72% of 360,000 active;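 active = inhibition of the luminescence signal of 40% or more relative to plate controls, in a single-dose primary screen at 18.75 µM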
NR2E3 ag-1 = activates human photoreceptor nuclear receptor NR2E3; Q9Y5X4; GST-NR2E3/biotin-RetCOR TR-FRET, 1536-well; inhibition of corepressor binding, % at 4.78 µM; 0.12% of 320,000 active; AID 2300;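 active = percent inhibition above the cutoff of mean plus 3 SD of all tested compounds, set per screening campaign, cut at about 20% in these data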;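 note: 0% = DMSO wells and 100% = biotin wells as full block of FRET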
Target sequence (Q9Y5X4 whole entry, looked up): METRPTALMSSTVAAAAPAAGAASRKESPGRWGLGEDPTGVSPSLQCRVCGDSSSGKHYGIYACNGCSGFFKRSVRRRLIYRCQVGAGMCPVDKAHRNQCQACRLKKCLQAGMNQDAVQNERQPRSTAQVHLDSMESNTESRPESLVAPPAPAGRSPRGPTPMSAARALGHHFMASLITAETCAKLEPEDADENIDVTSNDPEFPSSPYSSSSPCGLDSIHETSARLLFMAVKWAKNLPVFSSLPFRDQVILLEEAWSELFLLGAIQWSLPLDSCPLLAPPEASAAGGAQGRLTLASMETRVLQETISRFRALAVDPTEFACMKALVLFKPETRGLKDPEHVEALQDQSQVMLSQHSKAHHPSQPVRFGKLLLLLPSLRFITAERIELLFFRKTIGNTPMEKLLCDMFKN
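system = GST-tagged NR2E3 plus biotinylated RetCOR corepressor | input = 1.35 nM GST-NR2E3 | also added = 7 nM biotin-RetCOR | schedule = 5 h incubation at 4 °C | measured by = TR-FRET with europium anti-GST and streptavidin-D2, 340 nm excitation | read-out = percent loss of FRET ratio relative to control wells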
Peg3 prom inh = inhibitors of Peg3 promoter. HeLa PEG-Prom luciferase reporter, luminescence, overnight. inhibition, % at 20 µM. 1.7% of 360,000 active. AID 588405;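 active = inhibition of at least 50% at 20 µM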
hiPSC survival = hiPSC single-cell survival enhancement; AID 602274; ATPlite luminescence; 100% = ROCK inhibitor wells, 0% = DMSO; 0.044% of 360,000 active; survival enhancement, % at 20 µM; in the data active = survival enhancement above about 18%;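 note: cells exposed to compounds for 16 hours before the ATP read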
PDI turbidity = blocks human protein disulfide isomerase activity. 0.052% of 350,000 active. P07237. PDI insulin aggregation turbidity, A650, 90 min. inhibition, % at 10 µM;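 active = mean inhibition across replicates of 30% or more, whatever share of single replicates reach that level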;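 note: absorbance from insulin aggregation driven by PDI reduction with DTT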
Cardio protect = protects H9c2 cardiomyocytes from peroxide injury. H2O2 injury protection, ATPLite, 2 h. protection from H2O2 cell death, % at 20 µM. 0.63% of 360,000 active. AID 588492;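 active = compounds giving at least 50% protection of heart cells from peroxide-induced death in the single-dose screen, raw or plate-pattern-corrected value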;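 note: 0% = DMSO wells with peroxide and 100% = DMSO wells without peroxide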
Shn3 inh set2 = Schnurri-3 reporter inhibition in Clone20 osteoblasts | Clone20 osteoblast Shn3 3'UTR firefly luciferase, 24 h | inhibition, % at 12.5 µM | 0.52% of 360,000 active;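 active = mean inhibition of at least 75% with every replicate also reaching 75%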;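 note: 0% = median of neutral control wells and 100% = pilot-screen positive control compound; some compounds past the cut are filed as inactive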
NR2E3 ag-2 = human photoreceptor-specific nuclear receptor agonism. CHO-S Gal4-NCOR/VP16-NR2E3 two-hybrid, luciferase. inhibition of corepressor binding, % at 3.98 µM. 0.35% of 360,000 active. AID 602229;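 active = inhibition above the mean of all tested compounds plus 3 SD, cut at about 70% in these data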;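 note: 0% = DMSO with NR2E3 transfected cells and 100% = cells lacking NR2E3 construct; higher means lower luciferase signal from less NR2E3 corepressor binding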
TRPM1 prom inh = MITF TRPM1 promoter inhibition in SK-MEL-5 cells. SK-MEL-5 TRPM1 promoter luciferase, 24 h. inhibition, % at 12.5 µM. 0.83% of 330,000 active. AID 488899;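 active = mean inhibition across replicates of 60% or more, whatever share of single replicates reaches that level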; note: values of inactives mirror those of a sister screen read the other way
CaV13 FRET inh = Disruptors of the CACNA1D IQ motif to Ca2+-dependent inactivation inhibitor domain association, primary screening, Förster resonance energy transfer in intact living …; AID 743397; inhibition, % at 12.3 µM; HEK cells, CFP/YFP FRET ICDI-IQ, plate reader, 10 min; percent FRET-ratio fall versus neutral wells; 0.098% of 340,000 active;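 active = mean replicate inhibition of at least 30% and at least 1% of replicates passing that level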;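 note: 0% = median of the neutral control wells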
HTR2A ag = agonists of mouse serotonin 5-HT2A receptor (HTR2A); P35363; CHO-K1 mHTR2A beta-arrestin complementation, luminescence; percent of 30 µM serotonin response; activation, % at 7.6 µM; 0.66% of 360,000 active; AID 624169;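 active = activation above a run cutoff, the mean activation of all tested compounds plus 3 SD, cut at about 14% in these data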;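 note: 0% = plate median of compound wells and 100% = 30 µM serotonin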
Target sequence (P35363 whole entry, looked up): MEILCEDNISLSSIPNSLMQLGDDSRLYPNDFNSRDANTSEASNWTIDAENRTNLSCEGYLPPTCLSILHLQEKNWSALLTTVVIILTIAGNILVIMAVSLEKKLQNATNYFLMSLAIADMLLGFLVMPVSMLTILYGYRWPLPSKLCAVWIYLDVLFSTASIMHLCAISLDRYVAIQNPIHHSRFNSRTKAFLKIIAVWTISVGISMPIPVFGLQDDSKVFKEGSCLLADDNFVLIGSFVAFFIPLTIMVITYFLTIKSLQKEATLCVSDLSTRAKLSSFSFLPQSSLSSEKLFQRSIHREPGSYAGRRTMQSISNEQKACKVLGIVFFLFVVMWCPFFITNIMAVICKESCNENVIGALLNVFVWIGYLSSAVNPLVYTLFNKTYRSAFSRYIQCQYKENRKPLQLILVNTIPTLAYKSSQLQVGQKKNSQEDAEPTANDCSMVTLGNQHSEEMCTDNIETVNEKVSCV
* = called active by the depositor; x = not tested or not shown; & = joins results of further samples.

molecule	HIF-2a inh	NR2E3 ag-1	Peg3 prom inh	hiPSC survival	PDI turbidity	Cardio protect	Shn3 inh set2	NR2E3 ag-2	TRPM1 prom inh	CaV13 FRET inh	HTR2A ag
CCOc1ccc(-n2c(C)c(C(=O)O)c3cc(OC)ccc32)cc1	2.8	-2.4	-4.1	-0.6	2.2	-3.6	0.7	-26.9	-12.2	-20.1	-2.0
COc1ccc(C(C#N)=Cc2ccc(NC(C)=O)cc2)cc1	21.2	x	-235.4	-0.8	6.9	-3.1	-17.6	-46.6	-62.2	-8.3	-1.9
COc1ccc(OCC(=O)Nc2c(C)ccc3nsnc23)cc1	6.0	2.5	0.7	0.7	-2.4	-2.4	1.4	-10.8	2.8	-6.7	-1.8
O=C(NCCNS(=O)(=O)c1ccccc1)c1ccc([N+](=O)[O-])cc1	10.8	-1.5	12.6	-0.3	1.7	-3.3	26.3	-6.5	8.7	-2.4	-1.9
COc1ccc(CNC(=O)CCCn2c(=S)[nH]c3cc4c(cc3c2=O)OCO4)cc1	8.4	6.5	13.4	-0.6	-6.7	2.7	0.3	-4.7	12.4	-3.4	1.9
Cc1nc2ccccn2c1-c1csc(NCc2ccco2)n1	0.3	-2.6	-7.7	-2.4	-2.5	-18.2	69.0	23.4	1.7	-6.1	-2.1
CCC(C)NC(=O)C1CCN(S(=O)(=O)c2cccs2)CC1 (stereo unspecified)	9.1	2.1	11.5	1.9	-3.1	2.6	-5.7	-9.3	9.2	-8.4	-1.6
Cc1ccc2c(c1)CCCN2C(=O)c1cccs1	10.3	0.3	17.7	-1.6	-5.9	-3.0	-8.0	-15.2	10.7	-7.5	-1.0
COc1cc(OC)c(OC)cc1CNCCNC(=O)c1nonc1N	11.6	-1.7	-1.3	1.8	-3.4	2.6	-6.6	-5.3	-7.2	-5.7	-1.6
CCCCC[C@@H]1C=C(C(=O)OCC)[C@H](c2ccccc2)N1S(=O)(=O)c1ccc(C)cc1	4.7	x	12.8	-2.7	x	-6.0	72.2	16.2	x	-6.9	-3.5

Just hiPSC survival, Shn3 inh set2 and HTR2A ag (two entries from above):
| smiles | hiPSC survival | Shn3 inh set2 | HTR2A ag |
| --- | --- | --- | --- |
| COc1cc(OC)c(OC)cc1CNCCNC(=O)c1nonc1N | 1.8 | -6.6 | -1.6 |
| CCCCC[C@@H]1C=C(C(=O)OCC)[C@H](c2ccccc2)N1S(=O)(=O)c1ccc(C)cc1 | -2.7 | 72.2 | -3.5 |

Further results follow:
molecule	HIF-2a inh	NR2E3 ag-1	Peg3 prom inh	hiPSC survival	PDI turbidity	Cardio protect	Shn3 inh set2	NR2E3 ag-2	TRPM1 prom inh	CaV13 FRET inh	HTR2A ag
CCCNC(=O)Nc1ccc(NC(C)=O)cc1	5.3	7.0	-3.6	2.1	-7.8	0.2	1.5	-0.9	12.0	-4.8	3.6
COc1ccc(NC(=O)CSc2nc3sc(C)c(C)c3c(=O)n2Cc2ccco2)cc1	-21.0	2.1	13.4	-1.3	20.4	13.7	44.2	-9.9	-19.5	-8.4	2.6
COc1ccc(CCC(=O)Nc2ccc(N3CCOCC3)cc2)cc1	-56.5	-1.5	-65.4	1.0	11.5	10.5	-6.2	-15.0	0.9	-4.2	-1.1
Cc1ccc(C(=O)C(C)[n+]2cccc(C(N)=O)c2)cc1 (stereo unspecified)	12.6	1.1	11.2	-0.5	7.4	-0.3	4.1	-3.8	9.7	2.8	3.8
COc1cc(/C=N/N2C(=O)CSC2=S)ccc1O	1.7	-2.6	4.0	-0.9	-1.1	7.9	-1.9	-13.5	-0.5	-8.8	1.6
O=C(c1nnc(Cc2ccc(Cl)cc2)o1)N1CCOCC1	-11.9	5.0	-9.1	-1.4	-3.9	2.8	-21.3	-39.6	-5.1	-6.4	1.7
COC(=O)c1ccc(NC(=O)CSc2nnc(Cc3cccn3C)n2-c2ccc(F)cc2)cc1	-16.8	-0.6	8.5	0.9	x	4.9	4.2	-2.3	6.5	-10.7	-3.7
Cn1c(Br)nc2c1c(=O)n(CC(O)COc1ccccc1)c(=O)n2C (stereo unspecified)	13.1	-3.3	-9.9	1.1	8.2	20.4	14.7	-19.9	-23.7	x	-2.1
N#CCc1nn2c3c(cnc2c1C#N)C(=O)CCC3	5.5	3.8	13.0	0.1	-4.6	9.5	19.6	7.7	-5.8	-7.3	9.8
CC1CN(C(=O)COC(=O)c2cccs2)CC(C)O1 (stereo unspecified)	-14.2	1.2	8.4	5.3	-22.9	1.2	-11.6	8.6	-1.9	x	9.1
CCOC(=O)c1c(NC(=O)C2CCCCC2)sc2c1CCN(C(C)C)C2	-22.9	-2.5	7.4	4.6	x	6.8	-12.9	-17.7	-20.4	-6.7	0.6
CCOC(=O)C(NC(=O)c1ccccc1)(Nc1cccc(C)n1)C(F)(F)F (stereo unspecified)	12.6	-3.6	14.6	-0.2	4.3	11.9	-1.8	-16.4	0.1	-4.3	-3.5
CN1CCCCCC1=NC1=C(C#N)CCCC1	0.8	2.6	-0.4	6.3	0.9	2.9	-2.0	-22.7	-4.0	-6.9	-1.4
CC(C)C(=O)NC(NC(=S)NC1CCS(=O)(=O)C1)C(Cl)(Cl)Cl (stereo unspecified)	-1.8	3.0	-2.5	2.5	2.1	0.2	-15.7	-8.3	-3.4	-6.5	-1.8
Cc1cc(C)nc(SCC(=O)c2ccc(F)cc2)n1	-41.1	4.9	-19.4	0.2	-2.9	7.6	-12.2	-15.9	-1.4	-1.3	5.4
CC(=O)C1=C(NC(=O)c2ccc(F)cc2)CC2C1C2(C)C (stereo unspecified)	-41.5	-1.6	-35.3	2.0	-3.4	5.4	-9.9	12.0	-21.2	-2.7	-3.3
O=C(C1CC1)N1CCc2cc(Br)cc(S(=O)(=O)N3CCN(c4ccccn4)CC3)c21	12.1	1.2	15.4	-2.2	-0.1	5.7	2.9	86.7*	0.7	-4.8	-2.8
COC(=O)N/N=C/c1cc(OC)c(O)c([N+](=O)[O-])c1	10.8	-5.7	17.5	3.9	-25.2	10.0	-10.4	1.3	-0.6	-3.3	0.7
CCOC(=O)C1Nc2ccc(C)cc2C2C=CCC12 (stereo unspecified)	10.4	1.2	10.2	0.2	13.9	3.5	9.0	-28.5	6.6	-8.4	-7.3
O=C(CSc1nnc(C2CC2)n1C1CC1)c1ccc(F)c(F)c1	-75.3	2.6	-84.3	-0.4	2.9	10.9	-32.6	-26.9	-14.9	-5.7	-7.0
CC(C)C(NC(=O)C(NC(=O)C1OC2OC(C)(C)OC2C2OC(C)(C)OC12)C(C)C)C(=O)O (stereo unspecified)	20.6	-0.6	-3.5	-0.4	-0.1	8.7	-11.0	9.5	1.0	3.9	0.3
Cc1cc(C)c(S(=O)(=O)Nc2cccc(-n3cnnn3)c2)c(C)c1	21.6	-1.3	11.7	-0.6	0.9	-2.8	41.2	33.1	-7.2	-6.8	9.1
O=C(C(c1ccccc1)c1ccccc1)N1CCN(CCN2C(=O)c3cccc4cccc(c34)C2=O)CC1	10.2	3.2	26.4	-0.6	7.5	17.6	-1.0	18.2	11.4	-14.1	2.5
CCCCCn1cnnc1SCC(=O)c1c(N)n(C2CC2)c(=O)[nH]c1=O	8.7	x	-10.4	-0.3	0.1	4.8	6.2	-11.9	-5.7	-4.7	-2.3
O=[N+]([O-])c1ccc(Cl)c(S(=O)(=O)n2ccnc2)c1	17.4	-0.9	-11.2	-0.2	-1.7	-0.9	3.1	-5.5	-1.0	-4.5	11.9
Cc1ccc(C(=O)Nc2cccc(C(=O)N/N=C/c3ccc(F)cc3)c2)cc1	-55.9	4.5	-45.2	0.4	5.2	6.9	-53.1	-110.0	-22.0	-2.8	-10.1
Cc1cccc2c(N=NC(=O)C(C)n3cnc4ccccc4c3=O)c(O)[nH]c12 (stereo unspecified)	0.5	0.6	8.3	-0.4	1.0	12.3	15.9	6.3	14.4	-2.4	-4.2
Nc1nc2c(ncn2COC(CO)CO)c(=O)[nH]1	5.7	1.5	10.1	-1.3	5.3	16.1	3.9	0.2	-1.3	-4.4	-3.2
C/C(=N\NC(=O)c1ccc(Cn2cc(Br)cn2)o1)c1cccc(NC(=O)C(C)(C)C)c1	9.3	-1.9	6.2	1.3	-1.7	20.4	11.7	-42.2	13.2	-5.6	-3.4
O=C(CSCc1ccc(Br)cc1)N1CCCC1	-67.1	0.8	-38.6	-0.9	0.1	5.5	-5.0	-13.6	-20.0	0.2	2.8
CC(=O)NS(=O)(=O)c1ccc(N)cc1	7.8&-1.8	1.4&5.6	6.2&12.6	-1.0&0.4	-0.1&-6.5	-0.4&3.7	6.0&6.0	-7.6&-11.0	14.5&-14.2	-4.9&-4.7	-4.2&-1.0
CCCNC(=O)COC(=O)CCC(=O)c1ccc(F)cc1	1.2	-3.0	3.0	0.8	7.2	2.9	14.3	-9.5	4.5	-3.9	-6.1
O=S(=O)(c1ccccc1)c1nc(-c2ccccc2)oc1NCCCN1CCOCC1	18.4	0.0	16.7	1.1	16.6	3.7	5.2	-4.6	8.6	-6.1	-5.6
c1csc(CCNc2ncnc3sc4c(c23)CCC4)c1	-16.7	0.2	-8.1	-1.6	-6.7	-12.5	88.1*	93.3*	9.7	-5.2	3.5
COc1ccc(C2(O)CCN(CC(=O)Nc3nc(-c4ccccc4)cs3)CC2)cc1	0.9	3.0	43.4	0.1	7.3	13.6	6.0	-1.2	-1.5	-6.5	-0.1
O=C(c1cc(Cl)c(=O)n(Cc2ccccc2)c1)N1CCOCC1	6.0	0.2	10.5	-1.8	2.2	7.9	-14.5	-9.0	-11.3	-4.1	-0.8
CC(=O)c1sc(NC(=O)C2CSC3(C)CCC(=O)N23)nc1-c1ccccc1 (stereo unspecified)	-2.7	9.3	-11.0	1.7	-2.1	-3.2	-6.8	16.4	3.3	-6.0	5.8
Cc1ccc(/C=N/Nc2cccc(C(=O)O)c2)s1	62.3*	-5.6	34.7	-1.1	2.1	-0.3	19.5	-124.7	51.7	-4.6	4.5
Cc1ccc(NC(=O)CN2C(=O)NC3(CCCC3)C2=O)cc1S(=O)(=O)N1CCCCC1	5.2	-0.6	-1.5	1.2	16.9	-5.5	-4.7	-11.2	-5.2	-4.9	3.5
CC(=O)Nc1cccc(C(=O)OCC(=O)Nc2nnc(-c3ccccc3)o2)c1	0.0	-2.9	1.2	0.2	3.0	-4.3	1.4	-29.2	7.8	-15.2	-1.7
Cc1cccc(NS(=O)(=O)c2cccc(C(=O)NCC(c3ccc(F)cc3)N3CCOCC3)c2)c1 (stereo unspecified)	12.3	x	16.0	-0.2	-2.5	10.5	-14.0	10.5	8.3	-2.4	-0.2
COC(=O)c1sccc1-c1ccc(/C=N/OCc2c(Cl)cccc2Cl)o1	8.6	0.5	-19.2	0.5	-1.2	-3.6	-16.7	-19.6	-13.9	-5.0	1.0
CCC1C(=O)N=C(SCC(=O)Nc2ccc(C)cc2)N(c2ccccc2)C1=O (stereo unspecified)	-0.3	-2.6	-12.2	-0.4	-0.8	3.3	13.5	-15.8	5.8	-1.9	-4.5

Screening results (PubChem BioAssay)
